CHRM5 agonist = CHRM5 agonism in calcium assay; activation, % at 3 µM; actives 0.19% (n = 360,000); CHO-K1 hM5 cells, Fluo-8 calcium fluorescence; 0% DMSO wells, 100% maximal acetylcholine response; P08912;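 active = activation above the run's mean over test compounds plus 3 SD, cut at about 23% in these data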;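 note: signal is peak over basal fluorescence ratio across the kinetic read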
Target sequence (P08912 whole entry, looked up): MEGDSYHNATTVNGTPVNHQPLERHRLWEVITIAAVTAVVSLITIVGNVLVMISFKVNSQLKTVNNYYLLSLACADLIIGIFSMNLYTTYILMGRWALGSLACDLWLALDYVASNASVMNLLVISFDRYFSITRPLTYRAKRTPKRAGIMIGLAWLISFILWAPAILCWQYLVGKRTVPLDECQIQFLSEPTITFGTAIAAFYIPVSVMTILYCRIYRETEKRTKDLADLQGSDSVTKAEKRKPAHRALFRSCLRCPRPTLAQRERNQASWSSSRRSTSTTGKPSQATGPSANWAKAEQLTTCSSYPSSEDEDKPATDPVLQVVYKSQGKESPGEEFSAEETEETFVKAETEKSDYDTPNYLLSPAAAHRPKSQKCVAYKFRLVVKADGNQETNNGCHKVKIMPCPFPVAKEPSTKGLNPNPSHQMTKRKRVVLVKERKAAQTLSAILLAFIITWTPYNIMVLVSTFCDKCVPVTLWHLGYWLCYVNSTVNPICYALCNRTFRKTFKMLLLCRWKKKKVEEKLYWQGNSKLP
M5 PAM = potentiates acetylcholine response at human M5 receptor; P08912; CHO-K1 hM5, Fluo-8 calcium, ACh EC20 PAM; 0% = ACh EC20, 100% = ACh EC100; activation, % at 3 µM; actives 0.3% (n = 360,000);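 active = activation above the run cutoff, the mean activation of all test compounds plus 3 SD, cut at about 18% in these data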
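Assay system: CHO-K1 hM5 cells. Also added: acetylcholine at EC20 concentration, added after compound. Dosing: 3 µM, single dose. Times: compound preincubation 140 s before EC20 acetylcholine addition. Signal: Fluo-8 calcium fluorescence. Measure: % activation relative to EC20 and EC100 ACh responses. Repeats: singlicate, one well per test compound.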
CHRM4 PAM = positive allosteric modulators of human muscarinic M4 receptor | actives 0.4% (n = 360,000) | activation, % at 3 µM | P08173 | CHO-K1 hM4/Gqi5, Fluo-8 calcium fluorescence, ACh EC20; 0% = ACh EC20, 100% = maximal ACh;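 active = activation above its plate's cutoff, the mean activation of sample wells plus 3 SD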; note: some results filed as inactive read as strong as hits
CRFBP-R2 block = CRF-BP/CRF-R2 complex antagonism | HEK293 CRF-R2/CRF-BP, CRF-induced calcium fluorescence | inhibition, % at 11.8 µM | actives 0.59% (n = 350,000) | AID 588475;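 active = inhibition of the ligand-induced calcium signal above about 50% at the single tested concentration, limit read from the data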
CHRM5 antagonist = CHRM5 antagonism in calcium assay. actives 0.59% (n = 360,000). inhibition, % at 3 µM. P08912. CHO-hM5 cells, Fluo-8 calcium fluorescence, ACh EC80;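 active = inhibition above a per-plate cutoff, the mean of that plate's test compounds plus 3 SD, cut at about 27% in these data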;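 note: 0% = acetylcholine EC80 with DMSO and 100% = DMSO without agonist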
TAAR1 agonist = human TAAR1 agonism; Q96RJ0; CHO RD-HGA16 TAAR1, Fluo-8 calcium fluorescence; vehicle wells 0%, saturating PEA agonist 100%; activation, % at 3 µM; actives 0.99% (n = 360,000);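 active = activation above the mean activation of all test compounds in the run plus 3 SD, cut at about 38% in these data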
Target sequence (Q96RJ0 whole entry, looked up): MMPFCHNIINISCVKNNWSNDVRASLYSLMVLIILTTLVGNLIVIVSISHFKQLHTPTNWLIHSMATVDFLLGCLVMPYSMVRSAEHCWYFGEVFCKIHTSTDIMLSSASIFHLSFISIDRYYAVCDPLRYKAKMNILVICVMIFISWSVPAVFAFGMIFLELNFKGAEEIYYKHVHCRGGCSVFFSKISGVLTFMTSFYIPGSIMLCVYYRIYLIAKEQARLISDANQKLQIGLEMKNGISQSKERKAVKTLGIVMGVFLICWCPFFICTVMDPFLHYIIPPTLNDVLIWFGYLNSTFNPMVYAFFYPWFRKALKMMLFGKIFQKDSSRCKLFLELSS
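Repeats: no replicates (n 1) | Material: CHO-derived RD-HGA16 cells with stable Gα16 and human TAAR1 | Technique: Kinetic Fluo-8 calcium fluorescence | Schedule: 17-24 h seeding, 75 min 37 °C dye, 30 min RT | Evaluation: % activation from peak over basal fluorescence ratio, DMSO-to-PEA scaled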
TAAR1 antagonist = antagonists of human TAAR1 | Q96RJ0 | CHO RD-HGA16 TAAR1, Fluo-8 calcium fluorescence, antagonist | inhibition, % at 3 µM | actives 1.5% (n = 360,000);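 active = inhibition above a per-plate cutoff, the mean inhibition of test compounds on that plate plus 3 SD, cut at about 49% in these data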;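 note: 0% = DMSO plus EC80 beta-PEA response and 100% = DMSO alone without agonist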
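Test system – hTAAR1-expressing CHO RD-HGA16 cells, Gα16-coupled · Reagent – β-PEA at EC80 concentration, post-compound challenge · Compound dosing – 3 µM, single point · Timing – 140 s kinetic read after compound, 140 s after agonist · Detection – Fluo-8 intracellular calcium dye fluorescence, real-time kinetic reads · Control set – DMSO and EC80 PEA controls · Repeats – n of 1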
M1 PAM parental = nonselective activator or artifact in parental CHO-K1 calcium assay. actives 0.02% (n = 360,000). activation, % at 3 µM. ATP EC20, Fluo-8 calcium fluorescence; 0% at ATP EC20, 100% at ATP max;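 active = activation above the run cutoff, the mean activation of all test compounds plus 3 SD, cut at about 40% in these data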;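 note: peak over basal fluorescence ratio in a 140 s read after ATP addition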
CRFBP-R2 agonist = CRF-BP/CRF-R2 complex agonism | HEK293 CRF-R2/CRF-BP, calcium dye fluorescence (FLIPR); percent of saturating CRF peptide response | activation, % at 13.2 µM | actives 0.46% (n = 350,000);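 active = activation of at least 50%, plus an integration ratio under a set limit after plate pattern correction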;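 note: plate controls were neutral control wells without compound for no effect and CRF at EC100 for full effect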
* = called active by the depositor; · = not tested or not shown. Rows were taken by chance. Share with any hit: about 4.2%.

Screens in order – CHRM5 agonist, M5 PAM, CHRM4 PAM, CRFBP-R2 block, CHRM5 antagonist, TAAR1 agonist, TAAR1 antagonist, M1 PAM parental, CRFBP-R2 agonist
- Cc1cc(OCC(=O)Nc2ccc(N3CCN(C(=O)c4ccco4)CC3)cc2)cc(C)c1Cl
    2, -8, 0, 18, 11, 34, 86*, 6, -0.9
- Cc1ccc(C2NC(=O)CCC2[N+](=O)[O-])cc1 (stereo unspecified)
    -4, 8, 12, 1, 15, -1, 9, -14, -3.5
- O=C(Cn1c(C(F)(F)F)nc2ccccc21)Nc1ccccc1N1CCOCC1
    -2, 0, 0, -10, -3, 14, 13, 12, -0.1
- O=c1c2c3c(sc2nc2n1CCCCC2)C(O)CCC3 (stereo unspecified)
    -1, -4, 11, 13, -3, 4, -14, 1, -2.2
- NC(=O)NC(CC(=O)NCCc1ccccn1)c1ccccc1Cl (stereo unspecified)
    -3, -1, 4, -5, 3, 0, -15, 6, -0.9
- CCC(Oc1ccc(C)cc1)C(=O)Nc1ccccc1C(=O)N1CCOCC1 (stereo unspecified)
    3, -8, -6, 14, 15, 3, -1, 1, -0.1
- Cn1c(=O)[nH]c(=O)c2c1nc(SCC(O)CO)n2CCCc1ccccc1 (stereo unspecified)
    1, 2, 6, 5, 1, 2, -10, -3, 1.6
- CCOc1ccc2nc(NCCCNS(=O)(=O)c3ccccc3)c(C#N)cc2c1
    0, -8, 0, -13, 9, 8, 15, 11, 1.9
- O=C(Nc1nc2ccccc2s1)c1ccc2sc([C@H]3C[C@H](O)[C@@H](CO)O3)nc2c1
    4, -8, -4, ·, 12, 10, 50*, 15, ·
- C/C(CC(=O)Nc1ccccn1)=N\NC(=O)c1cnccn1
    2, 1, -4, 14, 6, 3, -25, 5, -0.9
- O=C(CN(c1ccc(Br)cc1)S(=O)(=O)c1ccc(Cl)c([N+](=O)[O-])c1)NCC1CCCO1 (stereo unspecified)
    3, 10, -1, -4, 8, 2, 3, 14, -2.5
- COc1ccc(SCCN2CC[C@@H](C)CCC2=O)cc1
    -4, -4, -2, -2, 12, 15, -5, -18, 1.8
- O=C1CC(c2ccccc2)CC(O)=C1C=Nc1cccc(Cl)c1 (stereo unspecified)
    -3, 1, -5, -14, 0, 1, -6, 6, 0.6
- O=C(CN1CCCCC1)Nc1cc(S(=O)(=O)N2CCOCC2)ccc1N1CCCC1
    -10, -6, 3, -1, 18, 7, -6, -6, -0.3
- O=C(CCCN1C(=O)/C(=C/c2cccc(Br)c2)SC1=S)N1CCOCC1
    -2, 2, 6, -7, 8, -2, 6, 1, -0.8
- CC(C)(C)OC(=O)C[C@H]1C/C=C\C[C@H](CC(=O)N(CCO)Cc2ccccc2)C(=O)N[C@@H](c2ccccc2)COC1=O
    3, -20, -10, -3, 8, 21, 56*, 8, -4.2
- NS(=O)(=O)c1ccc(CNC(=O)CNC(=O)c2ccc(Br)o2)cc1
    -4, 0, 9, 4, 7, 6, -10, 11, 1.1
- Cc1ccc(NC(=O)c2ccccc2Br)cc1S(=O)(=O)N(C)C
    -1, 8, 5, 6, 1, 0, 12, 18, 1.0
- Cn1c(=N)c(S(=O)(=O)c2ccc(F)cc2)cc2c(=O)n3ccccc3nc21
    -7, 6, 2, 7, -15, 6, 1, 12, -3.9
- O=C(CNc1ccc2ccccc2c1)N/N=C/c1ccc(OC(=O)/C=C/c2ccco2)cc1
    0, -2, 11, -28, 5, 0, -6, -5, 0.4

Continued.
Screens in order – CHRM5 agonist, M5 PAM, CHRM4 PAM, CRFBP-R2 block, CHRM5 antagonist, TAAR1 agonist, TAAR1 antagonist, M1 PAM parental, CRFBP-R2 agonist
- COC(=O)CSc1nc2ccccc2c(=O)n1C
    3, 5, -4, -14, -5, 2, -9, 15, -1.4
- CC1CCCC(C)N1/N=C/c1ccc(C#N)cc1 (stereo unspecified)
    -2, 5, 5, 2, 4, 4, -8, 6, -2.6
- O=C(O)c1ccc(N/N=C2/CCSc3ccc(F)cc32)cc1
    -4, 5, 8, 3, -3, 9, 12, 8, -1.6
- O=C1CCc2cc(S(=O)(=O)N3CCN(c4cccc(C(F)(F)F)c4)CC3)ccc2N1
    -3, -9, -5, -12, 9, ·, ·, 6, -1.7
- CC(=O)N(Cc1ccccc1)c1ccc(C(=O)O)cc1
    -2, 25*, 4, -15, 3, 3, -23, -8, -0.2
- CC(C)[C@H](NC(=O)N1CC(=O)Nc2ccccc21)C(=O)N1CCC(C(=O)O)CC1
    1, -2, 2, 2, 1, 2, -24, -8, 2.0
- CCOc1ccc(C(O)(CCC(C)C)C(CN2CCOCC2)c2ccccc2)cc1 (stereo unspecified)
    -8, 7, -2, -16, -8, 2, -25, 5, 2.1
- Cn1c(-c2ccccc2F)cc2onc(-c3ccccc3)c2c1=O
    -4, -8, -2, 2, 19, 11, 18, -8, 2.3
- O=S(=O)(c1ccccc1)N1CCC(c2ccccc2)CC1
    -4, -4, 1, -1, 2, 8, 9, 3, 0.1
- NS(=O)(=O)c1ccc(CCNC(=O)c2ccc3ccccc3n2)cc1
    -2, 3, -5, 6, 0, 4, -20, 21, 1.2
- CCOC(=O)N1CCN(C(=O)C(CC(C)C)NS(=O)(=O)c2ccc(C)cc2)CC1 (stereo unspecified)
    0, 2, 0, 1, 11, 2, 7, -1, -1.2
- Cc1ccc(CNC(=O)CCc2c(C)nn(-c3ccc(N4CCOCC4)nn3)c2C)cc1
    -4, -8, -4, -4, 3, 2, -7, 7, 1.9
- Cc1ccc(S(=O)(=O)NC(C(=O)N2CCN(S(=O)(=O)c3cccc(F)c3)CC2)C(C)C)cc1 (stereo unspecified)
    -5, 0, -4, -7, 0, 0, -10, 4, -0.5
- COCC(=O)Nc1c(C(=O)Nc2ccc3c(c2)OCO3)oc2ccccc12
    -2, 5, -1, 15, 9, 1, -15, -6, -1.3
- Cc1ccc(-n2nc(C)c3c2OC(N)=C(C#N)C3c2ccc(C)o2)cc1 (stereo unspecified)
    0, -4, -2, 22, 3, -3, -31, -7, 0.2
- O=[N+]([O-])c1ccc(-c2nc(NCc3ccccc3)c3ccccc3n2)cc1
    -1, 0, 19, -29, 4, 2, -18, -10, 1.1
- CC1(Cc2ccc(F)cc2)C(=O)Nc2ccc(S(=O)(=O)NC3CCCCC3)cc21 (stereo unspecified)
    3, -3, 1, ·, 4, 17, -7, 8, ·
- Cc1cc[n+](-c2[nH]c(=O)sc2/C=N/N=C(\[O-])c2ccncc2)cc1C
    -1, 2, 5, -13, 0, 5, -17, -26, 8.0
- NC(=O)c1ccc(NC(=O)Cc2ccc(S(=O)(=O)N3CCCCC3)cc2)cc1
    1, 2, 1, -1, 3, -2, 2, 6, -0.3
- CC1CCc2c(sc(NC(=O)Cn3nc(C(=O)O)c4ccccc4c3=O)c2C#N)C1 (stereo unspecified)
    1, 2, 0, -31, -16, 0, -7, 12, 3.2

The final 3 entries of the part above open the next one:
Screens in order – CHRM5 agonist, M5 PAM, CHRM4 PAM, CRFBP-R2 block, CHRM5 antagonist, TAAR1 agonist, TAAR1 antagonist, M1 PAM parental, CRFBP-R2 agonist
- Cc1cc[n+](-c2[nH]c(=O)sc2/C=N/N=C(\[O-])c2ccncc2)cc1C
    -1, 2, 5, -13, 0, 5, -17, -26, 8.0
- NC(=O)c1ccc(NC(=O)Cc2ccc(S(=O)(=O)N3CCCCC3)cc2)cc1
    1, 2, 1, -1, 3, -2, 2, 6, -0.3
- CC1CCc2c(sc(NC(=O)Cn3nc(C(=O)O)c4ccccc4c3=O)c2C#N)C1 (stereo unspecified)
    1, 2, 0, -31, -16, 0, -7, 12, 3.2
- CCOC(=O)C1CCN(C(=O)Nc2ccc3nc(-c4ccco4)c(-c4ccco4)nc3c2)CC1
    2, -2, -7, -2, 3, ·, ·, 2, 3.7
- COc1ccnc(NCc2ccc(Cl)cc2)c1C#N
    -1, 1, -2, 16, -1, 2, 4, 3, 0.7
- CCOC(=O)c1cc(C)sc1/N=C/C1C(=O)CCCC1=O
    -1, 1, -3, 12, 3, -1, 2, 16, -0.1
- Cc1occc1C(=O)N1CCN(c2ccccc2)CC1
    1, 1, -2, -12, -2, 3, 7, 16, 0.4
- NC(=S)N/N=C/c1ccc(-c2ccc([N+](=O)[O-])cc2)o1
    -2, -3, -5, 8, 8, 5, 3, 15, -1.2
- CC1=CC(c2ccccc2)=Nc2ccc(C)cc2N1
    -4, -3, -2, 13, 4, 0, 5, 12, -1.3
- C[C@@H]1CN([C@@H](C)CO)C(=O)c2cc(NS(=O)(=O)c3ccc(Cl)cc3)ccc2O[C@H]1CN(C)Cc1ccncc1
    1, 1, 12, 3, 9, 1, -1, 4, -0.1
- CCNC(=S)N/N=C(\C)c1ccc(N2CCOCC2)cc1
    -4, -5, 1, 10, 0, 1, 2, 18, -0.6
- c1ccc(CN2CCN(Cc3cn4cccnc4n3)CC2)cc1
    -2, 4, 0, -10, -10, 5, 11, 11, 0.1
- Cc1cc(=O)[nH]c(Nc2ccc(Cl)cc2)n1
    3, 4, 2, 36, -10, 27, 10, -1, -2.0
- COc1ccc(NC(=O)CCOc2ccc(C)cc2)cc1S(=O)(=O)N1CCCCC1
    2, -13, 8, -9, -3, 11, 8, 22, 1.2
- CC1CCCCC1n1c(=S)[nH]c2ccccc2c1=O (stereo unspecified)
    -1, -6, -9, -34, -12, 16, -23, 0, -1.5
- CCOc1ccc(-c2nnc3n2N=C(c2ccc(OC)cc2)CS3)cc1
    -1, 3, 15, 0, 1, -2, 9, 5, -0.1
- Clc1ccc(C2NCCc3sccc32)cc1 (stereo unspecified)
    -4, -3, 0, -4, 7, 1, -7, 24, -2.6
- CC(=O)c1ccc(S(=O)(=O)N(C)CC(=O)NCc2ccco2)cc1
    -1, -5, 8, 10, 14, 2, 6, -7, -0.6
- O=C(C1CCN(S(=O)(=O)c2ccccc2)CC1)N1CCN(c2ccccc2F)CC1
    2, -13, -7, 1, 4, 16, 41, 6, -1.2

Screens as filed in PubChem.
